Screening data as filed in PubChem BioAssay.
CF NFkB block – inhibitors of cystic fibrosis induced NF-kB | KKLEB NF-kB-GFP reporter, PAF-induced, GFP fluorescence overnight | inhibition, % at 5 µM | actives 0.86% (n = 360,000) | AID 588850;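 active = at least 50% inhibition at 5 µM, scaled per plate between neutral and stimulator controls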;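 note: PAF is a Pseudomonas aeruginosa culture filtrate used as stimulus; plate controls were PAF-stimulated DMSO wells for no effect and unstimulated DMSO wells for full effect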
Shn3 inh set2 – inhibitors of Schnurri-3 3'UTR reporter in osteoblasts. actives 0.52% (n = 360,000). Clone20 osteoblast Shn3 3'UTR firefly luciferase, 24 h. inhibition, % at 12.5 µM;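 active = mean inhibition of at least 75% with every replicate also reaching 75%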;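 note: 0% = median of neutral control wells and 100% = pilot-screen positive control compound; some compounds past the cut are filed as inactive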
PDI turbidity – blocks human protein disulfide isomerase activity. P07237. PDI insulin aggregation turbidity, A650, 90 min. inhibition, % at 10 µM. actives 0.052% (n = 350,000);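 active = mean inhibition across replicates of 30% or more, whatever share of single replicates reach that level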;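 note: absorbance from insulin aggregation driven by PDI reduction with DTT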
Target sequence (P07237 whole entry, looked up): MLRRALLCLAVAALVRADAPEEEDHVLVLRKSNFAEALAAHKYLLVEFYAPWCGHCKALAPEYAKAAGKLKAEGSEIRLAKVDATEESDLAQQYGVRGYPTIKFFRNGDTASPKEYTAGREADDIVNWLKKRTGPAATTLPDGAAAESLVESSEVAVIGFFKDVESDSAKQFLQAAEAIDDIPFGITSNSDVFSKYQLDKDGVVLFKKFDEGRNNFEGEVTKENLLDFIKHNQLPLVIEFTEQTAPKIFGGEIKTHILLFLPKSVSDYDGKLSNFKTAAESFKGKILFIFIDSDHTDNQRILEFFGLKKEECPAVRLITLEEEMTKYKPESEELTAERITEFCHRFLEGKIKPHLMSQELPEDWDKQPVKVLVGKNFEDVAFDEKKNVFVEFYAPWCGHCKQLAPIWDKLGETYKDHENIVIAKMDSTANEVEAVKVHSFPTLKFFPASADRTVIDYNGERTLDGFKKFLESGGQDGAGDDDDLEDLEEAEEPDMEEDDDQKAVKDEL
HIF-2a block – inhibitors of HIF-2a; 786-0 RCC cells HIF-2a reporter, luciferase luminescence, overnight; actives 0.72% (n = 360,000); inhibition, % at 18.8 µM; AID 624352;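 active = inhibition of the luminescence signal of 40% or more relative to plate controls, in a single-dose primary screen at 18.75 µM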
KKLEB cytotox – reduces viability of KKLEB cystic fibrosis airway cells; actives 0.36% (n = 360,000); activity change (cytotoxicity), % at 5 µM; KKLEB CF airway cells viability, ATPlite luminescence, overnight; hits give low values; cells stimulated with P. aeruginosa culture filtrate; AID 602141;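 active = corrected activity change at or below -50% at 5 µM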
NR2E3 ag-1 – human photoreceptor-specific nuclear receptor agonism. inhibition of corepressor binding, % at 3.98 µM. CHO-S Gal4-NCOR/VP16-NR2E3 two-hybrid, luciferase. actives 0.35% (n = 360,000). AID 602229;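 active = inhibition above the mean of all tested compounds plus 3 SD, cut at about 70% in these data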;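 note: 0% = DMSO with NR2E3 transfected cells and 100% = cells lacking NR2E3 construct; higher means lower luciferase signal from less NR2E3 corepressor binding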
Target sequence (Q9Y5X4 whole entry, looked up, the tested form may be a part): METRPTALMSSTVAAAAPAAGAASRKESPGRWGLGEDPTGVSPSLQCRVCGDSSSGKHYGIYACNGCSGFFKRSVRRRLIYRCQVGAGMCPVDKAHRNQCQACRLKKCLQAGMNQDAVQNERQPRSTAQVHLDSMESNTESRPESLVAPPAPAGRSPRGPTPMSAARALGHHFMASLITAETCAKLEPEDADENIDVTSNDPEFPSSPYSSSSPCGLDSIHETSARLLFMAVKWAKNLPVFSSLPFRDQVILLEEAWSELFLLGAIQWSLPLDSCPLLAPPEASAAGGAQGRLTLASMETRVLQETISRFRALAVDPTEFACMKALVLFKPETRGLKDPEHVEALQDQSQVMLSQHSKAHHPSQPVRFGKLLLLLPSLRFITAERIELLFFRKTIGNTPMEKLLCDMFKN
NR2E3 ag-2 – NR2E3 (human) agonism; actives 0.12% (n = 320,000); AID 2300; GST-NR2E3/biotin-RetCOR TR-FRET, 1536-well; Q9Y5X4; inhibition of corepressor binding, % at 4.78 µM;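 active = percent inhibition above the cutoff of mean plus 3 SD of all tested compounds, set per screening campaign, cut at about 20% in these data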;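 note: 0% = DMSO wells and 100% = biotin wells as full block of FRET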
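Material: NR2E3–RetCOR corepressor complex / Incubation: Compound–protein incubation for 5 h at 4 °C / Dosing: compound at 4.8 µM, single dose / Detection: time-resolved FRET / Benchmarks: high control biotin, low control 0.6% DMSO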
TRPM1 prom inh – reduces MITF-dependent TRPM1 promoter luciferase signal; SK-MEL-5 TRPM1 promoter luciferase, 24 h; inhibition, % at 12.5 µM; actives 0.83% (n = 330,000);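 active = mean inhibition across replicates of 60% or more, whatever share of single replicates reaches that level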; note: values of inactives mirror those of a sister screen read the other way
Peg3 promoter – reduces Peg3 promoter-driven luciferase expression in HeLa; HeLa PEG-Prom luciferase reporter, luminescence, overnight; inhibition, % at 20 µM; actives 1.7% (n = 360,000); AID 588405;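 active = inhibition of at least 50% at 20 µM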
CaV13 ICDI inh – Primary screen for inhibitors of IQ motif and Ca2+-dependent inactivation inhibitor domain binding in CACNA1D, Förster resonance energy transfer in living cells, …; inhibition, % at 12.3 µM; HEK cells, CFP/YFP FRET ICDI-IQ, plate reader, 10 min; percent FRET-ratio fall versus neutral wells; actives 0.098% (n = 340,000);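 active = mean replicate inhibition of at least 30% and at least 1% of replicates passing that level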;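 note: 0% = median of the neutral control wells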
Vif imaging – blocks HIV Vif function; HEK293T cells, Vif self-association by quenched fluorescence, imaging, 24 h; inhibition, % at 7.49 µM; actives 0.35% (n = 340,000); AID 602346; in the data active = inhibition above about 50%, passing the limit was not always enough; note: some results filed as inactive read as strong as hits
The depositor's hits bear a star; . = no result given.

Value order – CF NFkB block	Shn3 inh set2	PDI turbidity	HIF-2a block	KKLEB cytotox	NR2E3 ag-1	NR2E3 ag-2	TRPM1 prom inh	Peg3 promoter	CaV13 ICDI inh	Vif imaging
- CC(C)OC(=O)CCC1(C(=O)O)CCC(=O)NC1 (stereo unspecified)
    12.3	25.1	-6.6	2.8	-20.5	4.3	2.1	6.1	2.0	-9.1	0.3
- Nc1nc(N2CCN(C(=O)c3ccco3)CC2)nc2ccc(Br)cc12
    -14.9	-24.9	-2.9	-480.2	-3.5	-136.1	3.7	-96.9	-10.5	.	-3.7
- COc1ccc(CCN(C)Cc2c(O)ccc3cc(Br)ccc23)cc1OC
    14.0	22.6	-3.1	4.4	-17.4	-3.1	0.6	-7.3	-12.0	-18.0	9.3
- O=C(CNCC1CCCO1)Nc1ccc(N2CCCCCC2)cc1 (stereo unspecified)
    -7.4	-15.8	-2.0	-21.4	11.8	-3.0	-8.2	-2.8	-3.0	-8.3	.
- COc1cc(/C=C2\CC/C(=C\c3ccc(OCCO)c(OC)c3)C2=O)ccc1OCCO
    -18.9	-5.0	-6.7	-3.5	4.4	-29.4	2.9	9.3	20.8	-32.3	3.1
- Cc1nc2ccc(OC(=O)c3ccccc3)cc2s1
    -1.3	-4.8	6.1	9.4	4.1	-20.9	2.5	8.7	-19.8	-5.3	10.0
- CC(C)NC(=O)c1ccc(-c2cccc(C(F)(F)F)c2)o1
    8.2	-20.6	-12.0	-79.1	-8.6	-30.3	3.0	-52.3	-58.4	-4.7	1.0
- CC(O)CNc1nc(Cl)c(C#N)s1 (stereo unspecified)
    9.1	6.7	3.5	10.4	-18.9	-24.9	-4.8	1.8	20.5	-5.0	5.0
- CC(=O)Nc1ccc(NC(=O)c2ccc(NS(=O)(=O)c3cc(C(C)(C)C)cc(C)c3C)cc2)cc1
    3.9	-3.5	-5.2	17.5	7.4	-47.0	2.1	1.5	11.6	-5.0	-0.7
- Cc1c(C)c2c(OCC(=O)Nc3cccnc3)cc3c(c2oc1=O)CCC(C)(C)O3
    5.6	20.9	.	6.8	-3.0	-27.1	2.1	4.0	10.2	.	4.6

Next part, starting with the last 2 of the part before.
Value order – CF NFkB block	Shn3 inh set2	PDI turbidity	HIF-2a block	KKLEB cytotox	NR2E3 ag-1	NR2E3 ag-2	TRPM1 prom inh	Peg3 promoter	CaV13 ICDI inh	Vif imaging
- CC(=O)Nc1ccc(NC(=O)c2ccc(NS(=O)(=O)c3cc(C(C)(C)C)cc(C)c3C)cc2)cc1
    3.9	-3.5	-5.2	17.5	7.4	-47.0	2.1	1.5	11.6	-5.0	-0.7
- Cc1c(C)c2c(OCC(=O)Nc3cccnc3)cc3c(c2oc1=O)CCC(C)(C)O3
    5.6	20.9	.	6.8	-3.0	-27.1	2.1	4.0	10.2	.	4.6
- COC(=O)c1cc2c(C)nn(C)c2s1
    3.6	10.3	-0.8	9.2	4.1	-20.0	0.7	9.6	9.5	-11.6	-35.0
- CN1CCN(c2nc3c(c(=O)[nH]c(=O)n3C)n2Cc2ccc([N+](=O)[O-])cc2)CC1
    9.7	-23.7	-11.0	11.8	-4.6	-5.7	-0.1	-6.0	5.5	-2.4	9.5
- Cc1cn(S(=O)(=O)c2ccccc2[N+](=O)[O-])cn1
    5.7	-10.1	-7.8	15.7	-13.2	-15.7	1.3	5.6	16.1	-3.8	4.6
- Cc1cccc(N(C)S(=O)(=O)c2ccc3c(c2)CCC(=O)N3)c1
    -8.6	25.2	-12.2	9.4	-9.4	17.4	-2.2	5.8	11.9	-3.7	0.6
- Cc1cc(C)c2c(C)c(C(=O)NCc3ccncc3)oc2c1
    -9.7	10.2	1.4	8.9	5.1	2.9	1.0	9.3	12.8	-4.3	-5.8
- CC(=O)c1cccc(-c2ccnc3c2CC(C(=O)Nc2ccc4c(c2)OCO4)O3)c1 (stereo unspecified)
    -7.5	28.1	-2.2	0.7	-17.5	21.1	.	.	13.2	-4.1	-20.5
- COc1ccc(-n2ncc3c(N4CCC(C(N)=O)CC4)ncnc32)cc1
    6.1	-39.1	4.3	-170.9	5.4	2.9	-3.7	-40.7	-243.4	-3.3	0.5
- O=[N+]([O-])c1ccc(N2CCN(S(=O)(=O)c3ccc(Cl)cc3)CC2)cc1NCc1cccnc1
    3.0	-9.5	4.2	9.2	-0.2	22.2	-0.1	-3.8	6.7	-5.9	12.1
- C/C(=N\Oc1cccc(F)n1)c1ccc(Cl)cc1Cl
    -0.5	-3.2	-9.4	-74.4	1.1	23.0	0.4	-18.3	-37.6	.	.
- O=C(CCS(=O)(=O)Cc1ccccc1F)NCCCN1CCCCC1
    5.0	12.1	1.3	19.8	0.0	-0.8	3.3	0.2	7.3	.	-0.8
- Fc1ccc(-n2nnc(-c3ccccc3Cl)n2)cc1
    -9.1	5.8	3.6	8.0	6.2	-18.8	2.2	9.6	15.0	-1.4	-4.2
- COc1ccc(-c2csc(-n3cccn3)n2)cc1
    -38.3	-94.0	2.4	-202.2	4.8	-112.0	-1.0	-74.9	-340.7	-20.5	-13.2
- O=C(NCCN1CCCCC1)c1ccc(/C=N/O)nc1
    -9.7	6.7	-3.0	20.3	-2.6	-25.8	1.4	-9.0	12.2	-4.9	-2.4
- CC1(C(=O)Nc2cccc3ccccc23)CCN1C(=O)Cc1ccc(Cl)cc1Cl (stereo unspecified)
    -1.0	-16.8	6.3	14.8	-15.3	20.7	.	.	33.1	-9.9	0.4
- CCCc1nccn1S(=O)(=O)c1cc(OC)ccc1OC
    2.1	-13.5	-3.3	14.7	1.1	7.7	-2.0	22.7	0.2	-4.3	16.3
- Cc1ccc(S(=O)(=O)N2CCC(C(=O)NNC(=O)c3ccccc3)CC2)cc1
    6.5	-2.2	-3.5	18.6	7.1	-10.6	2.7	18.7	11.3	-4.0	8.7
- CCc1ccc(OCC(=O)Nc2nnc(C3CCCC3)s2)cc1
    -32.5	3.7	4.0	-13.4	19.4	-15.1	2.8	-1.2	-15.6	-3.1	-3.1
- Cn1c(CNC(=O)c2ccco2)nnc1SCC(=O)Nc1ccc(Cl)cc1
    3.4	6.5	-5.4	-4.2	-10.2	7.9	-2.9	13.6	-4.1	-6.4	4.3
- O=C(Nc1cc2c3c(c1)CC(=O)N3CCC2)c1ccc(F)cc1
    -23.5	-10.0	20.2	-58.2	13.2	-18.1	-2.1	-13.4	-44.4	-5.1	11.3
- CCCCC(c1nnnn1Cc1ccco1)N1CCN(C(=O)c2ccco2)CC1 (stereo unspecified)
    5.5	-12.4	-1.0	2.0	-5.2	8.6	1.9	8.0	6.0	-3.6	-2.1
- COc1ccc(Cc2nnc(NC(=O)c3c(-c4ccccc4)noc3C)s2)cc1
    -11.1	-0.9	-0.5	9.3	2.2	4.3	-4.0	1.7	9.9	-4.4	-11.4
- Cc1ccc(/C=N/NC(=O)NC2CCCCC2)o1
    -14.7	-15.8	1.8	-95.7	1.4	-12.1	-1.7	-3.0	-35.6	2.6	-0.8
- Cc1ccnc(SCCn2c(N3CC(C)CC(C)C3)nc3c2c(=O)n(C)c(=O)n3C)n1 (stereo unspecified)
    6.0	9.1	-2.6	19.7	-5.6	-4.2	-3.8	2.9	8.2	-5.4	-0.9
- CCS(=O)(=O)c1ccc2oc(Nc3ccc(OC)c(OC)c3)nc2c1
    -5.5	18.6	-5.9	-24.8	-4.3	3.5	-2.4	-12.1	-11.0	-2.4	16.3
- COc1ccc(NC(=O)CSc2nnc(C3CC3)n2C)cc1
    -5.3	-8.0	10.6	-0.4	5.2	-10.3	2.2	-3.8	0.0	5.1	1.4
- COc1ccc(CN(C)C(=O)C2CCN(S(=O)(=O)c3cccs3)CC2)cc1F
    -3.7	7.4	-14.0	15.0	4.2	-12.2	2.5	2.9	17.6	-1.9	3.2
- N#C/C(=C\c1ccncc1)c1ccc(NC(N)=O)cc1
    10.7	6.6	13.8	-30.8	-8.2	11.3	2.3	.	-21.6	-1.7	-11.2
- CNc1ccc(S(=O)(=O)NCC(=O)NCCCc2ccccc2)cc1[N+](=O)[O-]
    22.4	-2.4	-3.3	9.5	-10.3	7.0	-5.3	7.4	20.1	.	-0.9
- CCC(CC)c1nc(NCCC(=O)O)c2ccccc2n1
    -0.4	-49.2	-3.1	9.1	3.4	-2.8	5.6	0.9	9.7	-5.6	16.1
- CN(C)c1nnnn1-c1ccc(OC(F)(F)F)cc1
    -3.8	7.7	-12.7	18.6	-10.9	2.8	0.8	9.4	1.5	-2.3	3.9
- O=S1(=O)CC2N=C(N(Cc3ccc(F)cc3Cl)c3ccccc3F)SC2C1 (stereo unspecified)
    4.5	-6.4	-1.3	13.8	1.2	6.3	0.5	1.7	11.1	-19.7	0.1
- CCC(=O)c1ccc(OCC(=O)Nc2ccc(S(=O)(=O)Nc3cc(C)nc(C)n3)cc2)cc1
    -9.5	3.1	0.5	-4.9	20.1	-3.3	.	0.8	-6.7	-6.2	14.3
- CCOc1ccc(OCC(=O)N2CCOCC2)cc1
    -0.8	-14.5	16.6	-16.7	3.5	-14.2	1.6	7.5	-20.2	.	0.9
- O=C(Nc1ccccc1)Nc1ccccc1
    -5.2	-31.2	.	-251.1	2.7	-84.2	.	-62.8	-256.0	.	-5.7
- COC(=O)c1[nH]c(C)c(/C(O)=C2\C(=O)C(=O)N(CCN3CCOCC3)C2c2ccc(C)o2)c1C (stereo unspecified)
    -10.2	13.2	0.4	16.5	9.6	-24.7	1.3	7.4	2.2	-5.0	-0.9
- CCOC(=O)C1=C(C)NC(=O)NC1c1ccc(N2CCC(c3ccccc3)=N2)cc1 (stereo unspecified)
    -9.9	-13.0	-6.8	-32.6	7.8	-25.4	-0.4	-15.0	-70.1	-3.2	13.7
- CC1(C)Cc2ccccc2-c2c1c(=O)n(Cc1ccccc1)c1nnnn21
    14.9	-55.9	0.6	13.7	-1.7	-13.5	4.2	-3.2	15.2	.	-5.9
- COc1ccccc1N1CCN(c2cc(=O)n(-c3ccccc3Cl)c(=O)[nH]2)CC1
    19.5	0.0	-13.5	3.6	4.5	-0.2	2.0	-5.1	1.0	-6.7	2.5
- CCOC(=O)/C(=C/c1ccc(OC(F)F)cc1)C1=Nn2c(nnc2-c2ccc(Cl)cc2)SC1
    92.3*	94.6*	2.3	87.7*	-104.1*	-12.8	.	94.9*	106.3*	-4.4	-13.5
- CS(=O)(=O)N(Cc1ccc(C(=O)NN=C2CCCCCC2)cc1)c1ccccc1
    -4.8	18.2	11.6	4.1	6.0	-3.9	2.0	-2.1	13.1	-2.3	-2.2
- CNc1c(NC(=O)COc2ccc(Cl)cc2)c(=O)oc2ccccc12
    -15.6	-31.1	7.0	-3.3	-4.0	-12.8	-1.1	0.1	13.7	-1.8	3.3
- Cc1ccc(NCc2nnc(SCC(=O)c3ccccc3)o2)c(C)c1
    -12.3	5.1	2.5	-21.4	-4.5	-41.3	3.8	1.0	-11.2	-4.1	-4.0
